Assay outcomes: PubChem BioAssay, several laboratories
Lmaj promast: reduces viability of Leishmania major promastigotes | resazurin fluorescence viability | inhibition, % at 10 µM | 200,000 tested, 9% active | AID 1063; in the data active means inhibition above about 50%;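 further: promastigotes grown with compound for 44 hours at 28 °C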
bIAP activator: increases bovine intestinal alkaline phosphatase activity | purified bovine IAP, CDP-star luminescence, 30 min; hits give high values; fold of DMSO-control signal, blank-subtracted | activation factor at 20 µM | 200,000 tested, 0.17% active;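 active means activation factor of 2 or more at 20 µM, a signal rise over negative controls twice the positive control's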
bIAP inh: blocks bovine intestinal alkaline phosphatase activity; AID 1019; 190,000 tested, under 10 active; inhibition, % at 20 µM; purified bovine IAP, CDP-star luminescence, 30 min;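 active means over 50% inhibition of intestinal alkaline phosphatase at 20 µM in the single-dose screen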
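System: purified bovine intestinal alkaline phosphatase (IAP) enzyme; Input: IAP diluted 1/65,000,000 in the well; Measured by: CDP-star luminescence signal; Compound dosing: 20 µM single dose; Incubation: 30 min reaction at room temperature.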
TNAP act hiacc: increases human TNAP activity under high phosphate acceptor concentration; purified TNAP, CDP-star luminescence, 1 M DEA, 30 min; hits give high values; 0 = EDTA background, 1 = DMSO-only activity; activation factor at 20 µM; 200,000 tested, under 10 active; AID 1136;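 active means activation factor at least 2 at 20 µM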
Target sequence (P05186 whole entry, looked up): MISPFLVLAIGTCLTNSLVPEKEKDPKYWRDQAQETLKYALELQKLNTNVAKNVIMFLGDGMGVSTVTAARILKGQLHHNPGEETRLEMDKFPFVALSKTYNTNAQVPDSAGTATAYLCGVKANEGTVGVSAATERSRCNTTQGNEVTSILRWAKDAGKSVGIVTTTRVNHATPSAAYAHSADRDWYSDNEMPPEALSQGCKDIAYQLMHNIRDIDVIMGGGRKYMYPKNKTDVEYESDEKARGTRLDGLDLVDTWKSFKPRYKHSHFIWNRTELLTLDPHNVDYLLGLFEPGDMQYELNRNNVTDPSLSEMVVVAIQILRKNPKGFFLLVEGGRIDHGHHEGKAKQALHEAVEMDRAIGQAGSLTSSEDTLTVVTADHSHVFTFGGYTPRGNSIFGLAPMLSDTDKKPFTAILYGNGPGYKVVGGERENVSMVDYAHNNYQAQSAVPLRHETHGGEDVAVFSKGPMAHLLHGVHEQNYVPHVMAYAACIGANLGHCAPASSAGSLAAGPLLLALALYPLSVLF
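system = human TNAP | amount = enzyme diluted 1/800 final | reagent = 100 µM CDP-star substrate | signal = luminescent substrate turnover signal | dosing = one dose, 20 µM | benchmarks = EDTA negative control, DMSO positive control | measure = activation factor | timing = 30 min reaction, room temperature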
PMI act: increases human mannose-6-phosphate isomerase activity; activation factor at 20 µM; 190,000 tested, 0.005% active; AID 1214; purified human PMI, coupled resazurin fluorescence, 20 min; hits give high values; 1 = vehicle control, 0 substrate-free wells; P34949;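 active means activation factor of 2 or more at 20 µM, relative to plate controls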
Target sequence (P34949 whole entry, looked up): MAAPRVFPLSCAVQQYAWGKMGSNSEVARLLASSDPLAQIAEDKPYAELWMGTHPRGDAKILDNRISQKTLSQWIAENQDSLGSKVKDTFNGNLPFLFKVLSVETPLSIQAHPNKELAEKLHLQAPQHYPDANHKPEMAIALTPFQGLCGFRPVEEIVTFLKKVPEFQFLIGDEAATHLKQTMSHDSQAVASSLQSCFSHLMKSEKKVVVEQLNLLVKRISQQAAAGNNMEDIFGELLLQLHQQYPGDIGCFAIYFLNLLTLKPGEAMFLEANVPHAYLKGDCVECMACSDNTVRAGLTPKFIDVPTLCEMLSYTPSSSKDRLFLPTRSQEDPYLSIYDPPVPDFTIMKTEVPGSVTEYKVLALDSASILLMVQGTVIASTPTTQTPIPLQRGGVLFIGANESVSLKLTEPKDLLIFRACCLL
Diaph act CS: diaphorase activation or chemical reduction counter-screen | Diaphorase/resazurin coupled assay, resorufin fluorescence, 16 min; hits give high values; 1 = vehicle wells, 0 = NADH-free wells | activation factor at 20 µM | 190,000 tested, 0.005% active | AID 1229;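 active means diaphorase activity raised at least twofold by the compound at 20 µM; inactive means activation factor below 2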
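test system = bacterial diaphorase enzyme (C. kluyveri) | quantity = enzyme 0.07 U/mL final | reagent = NADH substrate 0.114 mM plus resazurin dye 0.1 mM, final | incubation = 16 min enzyme reaction, ambient temperature | buffer or medium = HEPES pH 7.4 buffer with MgCl2 and Tween 20 | signal = fluorescence of resorufin, 544 nm excitation, 590 nm emission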
Diaphorase inh: inhibits diaphorase or chemically oxidizes, flagging diaphorase assay artifacts; 190,000 tested, 0.69% active; inhibition, % at 20 µM; AID 1217; diaphorase resazurin-to-resorufin fluorescence, NADH, 16 min; bacterial (C. kluyveri) enzyme, not human;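 active means primary screen inhibition at 20 µM above a set limit, cut at about 50% in these data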;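 further: plate controls were DMSO with full reaction for no effect and wells lacking NADH for full effect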
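Benchmarks: positive control wells lacking NADH, neutral wells with DMSO only. System: bacterial diaphorase enzyme (C. kluyveri). Input: 0.14 U/mL diaphorase, enzyme working solution. Detection: resorufin fluorescence, excitation 544 nm, emission 590 nm. Times: 16-min room-temperature incubation before reading.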
TNAP inh hi DEA: TNAP (human) inhibition, high acceptor; P05186; purified TNAP, CDP-star luminescence, 1 M DEA; inhibition, % at 20 µM; 200,000 tested, 0.03% active; AID 1135;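 active means over 50% inhibition of tissue-nonspecific alkaline phosphatase at 20 µM in the single-dose screen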;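 further: plate controls were DMSO wells for no effect and EDTA-quenched wells as full inhibition for full effect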
TNAP inh no acc: TNAP (human) inhibition, acceptor-free conditions | inhibition, % at 20 µM | purified TNAP, CDP-star luminescence, 30 min | 200,000 tested, 0.26% active;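 active means tissue-nonspecific alkaline phosphatase inhibition above about 50% at 20 µM in the single-dose screen, limit read from the data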;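 further: 0% = DMSO negative control and 100% = EDTA positive control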
PMI act satM6P: PMI (human) activation, high substrate; 190,000 tested, 0.34% active; P34949; coupled PMI enzyme assay, resazurin fluorescence, 20 min; hits give high values; 1 = untreated enzyme, 0 = substrate-free blank; AID 1216; activation factor at 20 µM;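 active means activation factor of 2 or more at 20 µM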
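Test system – human PMI in coupled enzyme assay · Timing – 20 min incubation at room temperature · Detection – Diaphorase-driven resazurin-to-resorufin fluorescence, excitation 544, emission 590 nm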
* marks the source's active call; other numbers are inactive results; / = not tested or not shown.

SMILES	Lmaj promast	bIAP activator	bIAP inh	TNAP act hiacc	PMI act	Diaph act CS	Diaphorase inh	TNAP inh hi DEA	TNAP inh no acc	PMI act satM6P
NS(=O)(=O)c1ccc(Nc2ncccc2[N+](=O)[O-])cc1	75.1*	0.8	21.0	1	0.9	0.9	12.1	3.8	1.5	0.9
COc1ccc(C2C(C#N)=C(N)Oc3n[nH]c(C)c32)cc1Cn1nnc2ccccc21 (centres undefined)	5.0	1.1	-10.2	1.1	1	0.7	27.8	-7.1	-5.7	0.8
CCCS(=O)(=O)c1c(S(=O)(=O)CCC)c2c(C)cccn2c1C(=O)N/N=C/c1cc(O)cc(O)c1	10.6	1.1	-14.9	1	0.9	0.6	40.8	1.2	-19.5	1.1
CCCCC(=O)Nc1ccc(NC(=O)c2ccc3c(c2)OCO3)cc1OC	-4.3	0.8	15.2	1.1	1	0.8	20.7	-5.6	-15.8	1.2
CCSC1=N/C(=C\c2ccccc2)C(=O)N1	-5.7	0.9	9.5	1	1.1	0.8	21.4	-1.2	-14.7	1.1
Cc1ccc(OCC(=O)N2CCN(C(=O)c3ccc([N+](=O)[O-])cc3)CC2)cc1	-0.7	0.9	5.5	1	/	/	/	0.0	-6.3	/
Cc1ccc(NC(=O)/C=C/c2cccc(C(F)(F)F)c2)cc1	-2.3	1	2.1	1	0.9	0.7	28.3	-3.9	-11.5	0.9
CCCCN(C(=O)CSc1nnc(-c2ccc(OC)cc2)n1C(C)C)c1c(N)n(Cc2ccccc2)c(=O)[nH]c1=O	-9.4	0.7	28.3	1	0.9	1	-0.8	2.4	-15.0	1
O=C(/C=C/c1ccc(Cl)cc1)Nc1ccccc1N1CCOCC1	-2.9	0.7	26.3	1	1.1	1.1	-9.2	-0.1	-10.3	1.1
O=C(c1ccc2c(c1)OCO2)n1nnc2ccccc21	-2.1	0.9	5.9	1	1	0.9	12.0	0.7	-9.4	1
FC(F)(F)c1cnc(C(c2ccccc2)c2ncn[nH]2)c(Cl)c1 (centres undefined)	3.4	1	-4.9	1	0.9	0.9	8.1	-3.4	1.4	0.9
Cc1nc2c(C(=O)NCc3cccs3)cnn2c(C)c1Cc1ccc(F)cc1	2.7	0.6	44.1	1	0.9	1	0.0	-0.9	-0.8	1
O=C(N1CCN(c2ccccc2)CC1)C1(c2cccs2)CCOCC1	-0.7	0.4	/	1	1	0.9	8.0	3.8	2.9	1
CCCc1cc(=O)[nH]c(SCC(=O)N2CCN(c3ccccc3)CC2)n1	-4.9	1	4.9	1	0.9	1	3.6	0.6	-5.8	1
CCOCCCNC(=O)c1ccccc1OC1CCN(S(C)(=O)=O)CC1	-3.4	1	-2.9	1	1	1	0.4	-1.7	-3.0	1
O=C(O)c1ccc2c(c1)C(=O)N(c1cccc(-c3nc4ccccc4s3)c1)C2=O	-7.0	1.1	-5.1	1	0	0.5	46.1	-4.0	-12.3	1.1
CSCCC(NC(=O)c1ccc(Cl)cc1)C(=O)NC(C)(C)C (centres undefined)	2.0	0.9	12.3	1	1.1	0.9	6.7	-2.1	-14.1	1.1
Cc1nnc(SCC(=O)N(C)c2c(N)n(Cc3ccccc3)c(=O)[nH]c2=O)n1Cc1ccccc1	-2.5	1.2	-15.3	1	0.9	0.8	15.7	-2.4	-10.4	0.9
CCOC(=O)c1[nH]c(C)c(CN(CCc2ccc(OC)c(OC)c2)C(=O)CCCC(=O)O)c1C	-1.9	1	2.2	1	1	0.9	14.6	1.0	-6.2	1
COc1ccc2nc3c(cc2c1)c(NC(=O)c1cccs1)nn3CC(C)C	83.7*	0.9	6.1	1	0.8	0.8	17.6	-4.7	-10.1	0.9
Cc1ccc(CC2C(=O)N(c3nc(C)cc(C)n3)C(=O)C2C)cc1 (centres undefined)	-5.9	1.1	-5.5	1	1	1.2	-18.6	-4.1	4.3	1
COc1ccc(/C=N/OCC(=O)NC(c2ccccc2)c2ccccc2)cc1OC	100.4*	0.8	18.2	1	0.9	0.8	17.4	-3.7	-14.1	0.8
CCOC(=O)C1(C)NC(c2ccco2)C2C(=O)N(c3ccccc3)C(=O)C21 (centres undefined)	-8.8	1.1	-8.6	1.1	1.1	0.9	10.1	-7.5	-14.9	1.1
Cc1ccc(SCc2c(C#N)c3ccccc3n2C)cc1	4.2	0.8	16.0	1	1	0.8	17.0	0.0	-7.2	1
Cc1ccc(CN2CCSc3ccc(C(=O)NCc4cccnc4)cc32)cc1	10.2	1.3	-31.9	1.1	0.9	0.7	27.3	-5.8	-28.1	0.9
Cc1ccnc(NC(=O)C2(c3cccs3)CCOCC2)c1	-3.9	1.1	-11.8	1	0.9	0.9	5.2	-4.8	-9.9	1
CCOC(=O)N1CCN(C(=O)CNC2CCCCCCC2)CC1	3.2	1.3	-25.2	1	1.1	1	-1.7	-3.7	-6.8	1.1
COc1ccccc1NC(=O)Nc1nnc(C(C)C)s1	-2.2	0.7	26.4	1	0.8	0.9	10.7	-0.1	-2.2	0.9
Cc1ccc(NC(=O)c2ccc(Br)o2)cc1S(=O)(=O)N(C)C	59.7*	1	-1.2	1	1.2	1	0.0	-2.7	-14.5	1.2
Cc1ccc(CSc2nnc(-c3ccc(S(=O)(=O)N4CCCC4)cc3)o2)cc1	5.8	1	0.4	1	1	1	2.0	-3.7	-9.2	1
Nn1cnnc1SCC(=O)Nc1ccc(C2CCCCC2)cc1	-1.4	1	0.4	1	1	0.9	7.6	-2.3	-10.3	0.9
Cc1ccccc1-n1c(C)cc(/C=C2/C(=N)N3C(c4ccccc4)=CSC3=NC2=O)c1C	22.4	1	-2.9	1	0.9	0.9	8.2	4.3	-16.2	0.9
COCC(=O)Nc1cc(C(=O)Nc2ccccc2)ccc1Cl	-1.6	1.1	-7.1	1	0.9	0.9	8.1	-0.6	-8.2	1
S=C1NCCNC(=S)NCCOCCN1	4.1	1	-4.8	1	1.1	1	3.1	-4.0	-7.4	1
CN1CCN(CCNC(=O)c2cn(Cc3ccccc3F)nn2)CC1	-9.4	0.9	6.3	1	1	0.9	7.4	-1.6	-3.4	0.9
COc1ccc(C2=NOC(C(=O)Nc3c(C)n(C)n(-c4ccccc4)c3=O)C2)cc1 (centres undefined)	-7.4	0.9	5.5	1.1	0.9	0.8	23.2	-5.2	-11.7	0.9

Reprinted at random: five entries already listed.
SMILES	Lmaj promast	bIAP activator	bIAP inh	TNAP act hiacc	PMI act	Diaph act CS	Diaphorase inh	TNAP inh hi DEA	TNAP inh no acc	PMI act satM6P
Cc1ccc(CN2CCSc3ccc(C(=O)NCc4cccnc4)cc32)cc1	10.2	1.3	-31.9	1.1	0.9	0.7	27.3	-5.8	-28.1	0.9
Nn1cnnc1SCC(=O)Nc1ccc(C2CCCCC2)cc1	-1.4	1	0.4	1	1	0.9	7.6	-2.3	-10.3	0.9
CN1CCN(CCNC(=O)c2cn(Cc3ccccc3F)nn2)CC1	-9.4	0.9	6.3	1	1	0.9	7.4	-1.6	-3.4	0.9
COc1ccc(C2=NOC(C(=O)Nc3c(C)n(C)n(-c4ccccc4)c3=O)C2)cc1 (centres undefined)	-7.4	0.9	5.5	1.1	0.9	0.8	23.2	-5.2	-11.7	0.9
Cc1ccc(NC(=O)c2ccc(Br)o2)cc1S(=O)(=O)N(C)C	59.7*	1	-1.2	1	1.2	1	0.0	-2.7	-14.5	1.2

Remaining list, next part.
SMILES	Lmaj promast	bIAP activator	bIAP inh	TNAP act hiacc	PMI act	Diaph act CS	Diaphorase inh	TNAP inh hi DEA	TNAP inh no acc	PMI act satM6P
Cc1ccc(-c2n[nH]c(=S)n2Cc2ccccc2)cc1	-0.9	0.8	20.9	1	1	0.9	13.0	-2.3	5.4	1.1
Cc1c(Cl)cccc1NC(=S)NC(=O)CCN1C(=O)c2ccccc2C1=O	-5.1	0.9	6.5	1	0.9	0.9	11.8	0.4	-0.7	1
Cc1ccc(N(C(=O)c2csnn2)C(C(=O)NC(C)(C)C)c2ccncc2)cc1 (centres undefined)	-2.7	1	3.1	1	1	1	2.5	-1.6	-6.3	1
Cc1ccc2cc(CCNC(=O)C(C)C)c(=O)[nH]c2c1C	-6.2	0.9	11.4	0.9	0.9	0.9	9.1	5.8	-8.5	0.9
Cn1c(CN2CCCC2)nc2cc(NS(=O)(=O)c3ccc(Cl)cc3)ccc21	99.3*	1	4.2	1.1	1	1	-1.5	-6.0	-2.1	1.1
Clc1ccccc1Cn1c(/C=C/c2ccco2)nc2ccccc21	46.7	1	-0.6	0.9	1.3	0.8	23.8	8.6	-10.4	1.5
N#CC1=C(N)SC(N)=C(C#N)C1Cc1ccccc1	55.2*	1	1.9	1.1	1.3	0.8	16.7	-8.2	-17.5	1.4
CC1=C(C)CC(C(=O)NCC(=O)c2ccccc2)C(C(=O)O)C1 (centres undefined)	-0.4	0.9	11.8	1	1	0.9	11.9	-4.1	-21.4	1.1
CC1CCN(S(=O)(=O)c2cc(Cl)ccc2Br)CC1	8.5	0.3	/	1	0.9	1	4.5	-3.9	-8.3	1
CCOC(=O)c1ccc(NC(=O)CN2C(=O)C(C)SC(C)C2=O)cc1 (centres undefined)	-4.2	1	4.8	0.9	1	1	0.9	5.6	2.6	1.1
C=CCNc1nc(N2CCCC2)nc2ccccc12	99.7*	0.8	23.2	1	0.9	1	2.1	3.1	-5.7	0.9
CCc1nc(CN2CCCC(C(=O)c3ccc4c5c(cccc35)CC4)C2)c(C)[nH]1 (centres undefined)	99.0*	1	-3.1	1.1	0.9	1.1	-6.8	-6.4	-4.7	0.9
Fc1ccc2nc(C3CCCCN3Cc3nc(CC4CC4)no3)[nH]c2c1 (centres undefined)	13.8	0.9	8.3	1.1	0.8	0.8	16.4	-5.7	-10.3	0.5
COc1ccc(C(=O)C2CCCN(S(=O)(=O)c3cccnc3)C2)c(C)c1 (centres undefined)	5.0	1	1.4	1.1	1	0.9	9.7	-6.0	-4.5	1
CSc1ccc(C2c3[nH]c4ccccc4c3CCN2C(=O)c2cc(C)n(C)n2)cc1 (centres undefined)	42.5	1.1	-13.3	1.1	0.8	0.7	28.4	-6.0	-11.6	0.8
NC(=O)C(=O)NCCCN1CCOCC1	-1.3	1.1	-6.3	1	1	1	1.8	-3.2	-7.6	1
COc1ccccc1CCC(=O)OCC(=O)Nc1ccc(S(N)(=O)=O)cc1	-9.5	1.1	-11.4	1	0.9	0.9	8.6	-3.2	-1.9	0.9
Cc1[nH]c(=O)nc2c1CCC2	-7.2	1.1	-11.3	1.1	1	0.9	10.6	-5.8	-13.1	1
CCOC(=O)Nc1cc2c(cc1C(C)=O)OCO2	-5.5	0.9	9.3	1	0.8	0.9	14.7	-2.6	-9.0	0.9

Hits appear at their usual frequency; about 10% have a hit in one of these screens.
